Casp6 inh: caspase-6 (human) enzyme inhibition | P55212 | purified caspase-6, Z-VEID-R110 cleavage fluorescence | inhibition, % at 12.5 µM | 0.53% of 350,000 active | AID 686996;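 active = mean inhibition across replicates at least about 35%, with every replicate also reaching that limit, limit read from the data; inconclusive = only one of the two criteria met; inactive = neither criterion met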;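 note: 0% = median of neutral control wells and 100% = no fluorescence left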
Target sequence (P55212 24-179 limits assumed): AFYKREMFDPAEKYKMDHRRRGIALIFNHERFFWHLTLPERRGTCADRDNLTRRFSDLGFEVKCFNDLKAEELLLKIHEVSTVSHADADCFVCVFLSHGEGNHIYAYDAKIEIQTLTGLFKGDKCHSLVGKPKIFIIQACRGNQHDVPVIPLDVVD
Target sequence (P55212 194-293 limits assumed): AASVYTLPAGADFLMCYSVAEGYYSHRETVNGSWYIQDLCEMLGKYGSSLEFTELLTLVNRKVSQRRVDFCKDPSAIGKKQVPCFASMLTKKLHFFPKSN
SIRT5 block: sirtuin-5 (human) deacylase inhibition; inhibition, % at 15 µM; Q9NXA8; 1.1% of 330,000 active; Purified SirT5, succinyl-peptide AMC, trypsin-coupled fluorescence; AID 652115; in the data active = inhibition above about 15%; inconclusive = no clear call, values can overlap the other calls
Target sequence (Q9NXA8 whole entry, looked up): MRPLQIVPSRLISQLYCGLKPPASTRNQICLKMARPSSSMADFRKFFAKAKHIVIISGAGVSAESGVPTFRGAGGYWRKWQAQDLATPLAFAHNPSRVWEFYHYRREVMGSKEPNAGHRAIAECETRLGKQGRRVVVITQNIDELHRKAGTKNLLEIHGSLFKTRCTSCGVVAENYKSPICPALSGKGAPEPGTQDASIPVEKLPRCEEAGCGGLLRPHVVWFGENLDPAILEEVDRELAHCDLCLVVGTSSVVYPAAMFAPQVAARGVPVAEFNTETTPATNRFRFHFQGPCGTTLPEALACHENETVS
EWS-Fli block: blocks EWS/Fli oncoprotein-driven transcription; inhibition, % at 12.6 µM; A673 NR0B1-luciferase reporter, viability-normalised; 0.67% of 350,000 active; AID 651661;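 active = mean inhibition of at least 50% after viability correction, with every replicate also passing that limit; inconclusive = mean reaches 50% but only one of two replicates passes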;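 note: firefly luciferase signal divided by Alamar Blue viability fluorescence both relative to DMSO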
LGR2 antag: Drosophila LGR2 receptor signaling inhibition; HEK293 LGR2, CRE-luciferase, bursicon-stimulated, 4 h; inhibition, % at 9.99 µM; 0.35% of 380,000 active; AID 720647;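 active = drop in luminescence signal, shown as inhibition above about 50% in the replicate tests, limit read from the data, passing the limit was not always enough; inconclusive = probably only some replicates passing the limit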;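 note: agonist challenge used bursicon conditioned medium at about half maximal strength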
ARNT TACC3 PPI: disruptors of human ARNT/TACC3 interaction; 0.66% of 390,000 active; Q9Y6A5; inhibition, % at 9.99 µM; AlphaScreen His-ARNT PAS-B/GST-TACC3 binding, luminescence; TACC3 fragment carries E629A point mutation;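 active = mean inhibition of replicates at least 50% and at least half of replicates each reaching 50%; inconclusive = half or more replicates reach 50% but mean below 50%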;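 note: 0% = complete ARNT plus TACC3 wells and 100% = ARNT alone without TACC3; many hits fall short of the cut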
PAX8 inh HTS: PAX8 transcriptional activity inhibition; inhibition, % at 12.6 µM; 1.2% of 360,000 active; RMG-I TPO-luciferase reporter, SteadyGlo, 24 h;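 active = mean replicate inhibition at least 60% with every replicate also reaching 60%; inconclusive = only one of the two criteria is met; inactive = mean below 60% and not all replicates reaching 60%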;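 note: luciferase light reporting Pax8 driven TPO promoter activity; plate controls were median of neutral control wells for no effect and mitoxantrone controls for full effect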
DENV2 CPE rescue: DENV2-induced cell death inhibition | AID 651640 | DENV2-infected cells, cytopathic effect rescue, plate reader | CPE inhibition, % at 9.99 µM | 1.7% of 350,000 active; in the data active = CPE inhibition above about 20%, passing the limit was not always enough; inconclusive = no clear call, values can overlap the other calls; tested in BHK-21 cells;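 note: 0% = median of neutral control wells and 100% = median of positive control wells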
An asterisk follows results filed as active; ? = inconclusive; . = not tested or not shown.

Every second line gives: Casp6 inh, SIRT5 block, EWS-Fli block, LGR2 antag, ARNT TACC3 PPI, PAX8 inh HTS, DENV2 CPE rescue
1) Cc1noc(C)c1S(=O)(=O)N(C)C[C@H]1OCCCC[C@H](C)Oc2ccc(NS(=O)(=O)c3ccc(F)cc3)cc2C(=O)N([C@H](C)CO)C[C@H]1C
 : ., ., 5, -4, -5, -26, -1
2) COc1cc(C(=O)OCC(=O)Nc2cc(-c3cc(C)c(C)cc3C)nn2-c2ccccc2)cc(OC)c1OC
 : 0, -1, 1, 12, ., -11, -1
3) CC(=O)NC[C@H]1[C@H](c2ccc(-c3ccccc3F)cc2)[C@H](CO)N1C(=O)C1CC1
 : 0, 1, 2, 28, -1, 10, 53*
4) CO[C@@H](C(=O)N(C)C[C@@H]1OCc2ccccc2-c2ccccc2C(=O)N([C@H](C)CO)C[C@@H]1C)c1ccccc1
 : 2, -6, -3, -7, -6, -13, -1
5) C[C@@H]1CN([C@@H](C)CO)C(=O)c2cc(NC(=O)Nc3ccccc3)ccc2O[C@@H](C)CCCCO[C@@H]1CN(C)CC1CCCCC1
 : -1, 1, 10, -1, 0, 35, -10
6) O=C(NCCN1CCc2ccccc2C1)C1CCN(S(=O)(=O)N2CCCCC2)CC1
 : -4, 0, 12, -2, -21, ., 3
7) CO[C@H]1CN(C)C(=O)c2cc(NS(=O)(=O)c3cccc(F)c3)ccc2OC[C@@H](C)NC[C@@H]1C
 : ., -2, -1, -20, -6, -7, 0
8) CC(Sc1nnnn1C)C(=O)Nc1ccc2c(c1)OCCO2 (stereo unspecified)
 : -2, -2, -16, 11, 1, -32, -7
9) O=c1cc(O)c2sc3nc(C(F)(F)F)c4c(c3c2[nH]1)CCCCC4
 : 1, 1, 1, ., 1, 3, 0
10) CN(C)C(=O)c1ccc(-c2ccc([C@H]3[C@H](CO)N4CCCCN(CCC(F)(F)F)C[C@@H]34)cc2)cc1
 : -5, 33*, 3, -11, 5, -9, 12
11) CC(=O)N1CCN(c2ccc(N3CCN(C(C)=O)[C@@H](C)C3)c(C)c2)[C@@H](C)C1
 : -3, 0, -9, -16, ., 3, 2
12) CO[C@H]1CN(C)C(=O)c2ccc(NC(=O)C3CCCCC3)cc2OC[C@H](C)N(Cc2cccnc2)C[C@@H]1C
 : -2, 9, -4, 4, ., ., 0
13) Cc1cccc(C(=O)N(Cc2cccs2)C2CCS(=O)(=O)C2)c1 (stereo unspecified)
 : 2, 1, -5, -7, 0, 9, -6
14) CC[C@]12c3[nH]c4cc(-c5ccco5)ccc4c3CCN1C(=O)[C@@H](CC(=O)NCCCN(C)C)C[C@@H]2C(=O)N1CCN(C(=O)c2ccco2)CC1
 : -60, -3, -7, 3, 6, -28, -3
15) C[C@@H]1CCCCO[C@H](CN(C)S(=O)(=O)c2ccc(Cl)cc2)[C@@H](C)CN([C@@H](C)CO)C(=O)c2cc(NC(=O)CCC(F)(F)F)ccc2O1
 : -8, 1, 0, 23, 1, 93*, 15
16) CCc1cc(C(=O)N2CCCC(C(=O)c3ccc(Oc4ccccc4)cc3)C2)n(C)n1 (stereo unspecified)
 : 4, 1, ., 15, 1, 2, -4
17) CCCNC(=S)N1CCN(c2nc(-c3ccc(C)cc3)cs2)CC1
 : -2, 1, 6, -23, -1, 7, -6
18) O=C(c1cccc([N+](=O)[O-])c1)N1CCCC(C(=O)N2CCCCCC2)C1 (stereo unspecified)
 : -4, -3, 3, 2, 0, 3, 2
19) CCOc1ccc2oc(C(=O)NCC(c3ccco3)N(C)C)c(C)c2c1 (stereo unspecified)
 : -1, -3, -6, -12, -10, 2, 0
20) O=C(Nc1cc(F)ccc1F)N1CC(=O)N2[C@@H](CO)[C@H](c3ccc(C#CC4CCCCC4)cc3)[C@@H]2C1
 : -1, 18*, -10, 0, ., 12, -7
21) N#C[C@H]1[C@H](c2ccc(C#CC3CCCC3)cc2)[C@@H](CO)N1C(=O)Nc1ccc(F)cc1
 : 0, 1, 11, 31, 18, 88*, -22
22) Cc1ccc(S(=O)(=O)NNC(=O)CCCCC(=O)NNS(=O)(=O)c2ccc(C)cc2)cc1
 : 0, 0, 3, -37, 3, -5, 12
23) Cn1ccsc1=NC(=O)c1ccccc1F
 : -5, ., -17, -13, ., -2, .
24) Cc1nnc(SCC(=O)NC2CCCCC2)n1-c1ccccc1
 : -1, 1, -11, 19, ., -6, -12
25) O=C1C=CC(=O)N1Cc1ccccc1
 : -4, -2, -12, ., 0, -13, -5
26) O=C(Cc1cccnc1)N1CC(=O)N2[C@H](CO)[C@@H](c3ccc(C#CC4CC4)cc3)[C@H]2C1
 : ., 4, 2, 4, ., -5, 0
27) CN(C(=S)Nc1ccc(F)cc1)C(c1ccccc1)c1ccccc1
 : 0, 2, 7, 18, 17, 3, -3
28) Cc1cc(C)n(-c2ccc(C(=O)OCC(=O)Nc3cc(S(C)(=O)=O)ccc3Cl)cc2)n1
 : 1, -3, -4, -4, -7, -4, 2
29) N#C[C@H]1[C@@H](c2ccc(C3=CCCCC3)cc2)[C@@H](CO)N1C(=O)Cc1ccncc1
 : 1, 2, -7, -6, -7, 19, 8
30) CC(C)NC(=O)C1(C)Cc2c(-c3ccc(C(N)=O)cc3)ccnc2O1 (stereo unspecified)
 : 1, -4, -1, ., ., -9, 11
31) Cc1ccc(S(=O)(=O)N(C)C[C@H]2OCCCC[C@H](C)Oc3ccc(NC(=O)Nc4ccc(C(F)(F)F)cc4)cc3C(=O)N([C@H](C)CO)C[C@H]2C)cc1
 : 3, -1, 2, -35, 13, -13, -4
32) CCCCN1C[C@H](C)[C@@H](CC(=O)NCc2ccccc2)C1=O
 : -1, 0, -5, -2, 5, -4, -7
33) CNC(=O)C[C@@H]1CC[C@@H]2[C@@H](COc3ccc(NC(=O)Nc4c(C)noc4C)cc3C(=O)N2C)O1
 : ., ., 0, -12, -9, -7, 1
34) CO[C@H](CN(C)C(=O)c1ccccc1F)[C@H](C)CN([C@@H](C)CO)S(=O)(=O)c1ccc(F)cc1
 : -2, 3, -2, 6, -1, ., 12
35) O=C1NC(=O)c2cc(NC(=O)C3COc4ccccc4O3)ccc21 (stereo unspecified)
 : -1, 4, -9, -3, -3, -7, -1
36) Cc1cc(SCC(=O)OCC(=O)c2c(N)n(C)c(=O)n(C)c2=O)c(C)cc1Br
 : 2, -7, 10, 24, 3, -13, 2
37) O=C(COc1ccc(S(=O)(=O)N2CCOCC2)cc1Cl)NCc1ccco1
 : 0, -4, ., 16, 8, -6, -3
38) C[C@H](CO)N1C[C@H](C)[C@@H](CN(C)C(=O)CC2CC2)Oc2cc(-c3ccccc3)ccc2S1(=O)=O
 : 1, 3, 3, -4, 0, 3, 15
39) CN(C)C(=O)C[C@@H]1C[C@@H]2c3cc(NS(=O)(=O)c4ccc(F)cc4)ccc3O[C@@H]2[C@@H](CO)O1
 : ., ., 3, -8, -10, -2, 2
40) Cc1ccc(S(=O)(=O)N(C)C)cc1NC(=O)C(C)OC(=O)c1ccc2c(=O)n3c(nc2c1)CCC3 (stereo unspecified)
 : -1, -6, -5, -2, -4, 8, 7
41) CCc1cccc(NC(=O)CCNS(=O)(=O)c2ccc3[nH]c(=O)oc3c2)c1
 : 4, -4, ., -7, 1, 26, -2
42) CCC1=C(OC(=O)N(CC)CC)N2C(=O)OC(=NCC(=O)OC)[C@]2(Cc2ccccc2)[C@H]2C1=CC[C@H]1C(=O)N(c3ccccc3)C(=O)[C@H]12
 : -3, ., -7, -2, -12, -4, .
43) CCCC#Cc1cnc2c(c1)C(=O)N([C@H](C)CO)C[C@@H](C)[C@H](CN(C)C(=O)c1cccnc1)O2
 : -5, -6, -1, 9, -9, ., -4
44) O=C(C[C@H]1C=C[C@H](NC(=O)c2cccnc2)[C@H](CO)O1)NCc1ccc(Cl)c(Cl)c1
 : 2, 5, 1, -12, 0, 2, 6
45) O=C(CCl)Nc1cccc(S(=O)(=O)N2CCCCCC2)c1
 : ., ., ., 0, -4, 5, .
46) CN(Cc1ccccc1)c1ccc(C(CC(N)=O)NC(=O)c2ccccc2)cc1[N+](=O)[O-] (stereo unspecified)
 : 4, ., 11, 13, 3, 21, 18
47) COc1ccc(C#Cc2ccc3c(c2)[C@H]2[C@H](CCN2C(=O)C2CCC2)[C@@H](CO)N3)cc1
 : 1, 1, -6, 17, ., -24, -9
48) CC(=O)N(C)C[C@@H]1[C@@H](c2ccc(C3=CCCCC3)cc2)[C@@H](CO)N1CC1CC1
 : 0, 3, 5, -7, 0, 9, 20
49) CC(=O)NCC(=O)OCc1ccc([N+](=O)[O-])cc1
 : ., ., ., -15, -8, 5, .
50) O=C(O)/C(=C\c1ccc(Cl)c([N+](=O)[O-])c1)c1ccc(S(=O)(=O)N2CCCC2)s1
 : 70*, 9, -3, 18, ., -1, 3
51) O=C1NC[C@@H](CCCCN2C[C@H](Cc3ccccc3)N(CCC3CCCCC3)C(=O)C2=O)N(CC2CCCCC2)C1=O
 : 5, -1, 0, 0, ., -3, 17
52) O=C(NCCNC(=O)c1ccccn1)c1cccc(F)c1
 : -3, 12, 0, 15, 0, 20, 2
53) CCC(=O)Nc1ccc2c(c1)C(=O)N(C)[C@@H]1CC[C@H](CC(=O)NCc3ccccc3)O[C@H]1CO2
 : -3, -2, 2, -5, -11, 2, -3
54) C/C=C/c1ccc2c(c1)O[C@H](CN(C)Cc1cncnc1)[C@H](C)CN([C@H](C)CO)S2(=O)=O
 : -4, -2, 3, 11, -7, ., ?
55) COc1cccc(CN2CCCCN3[C@H](CO)[C@H](c4ccc(-c5cccc(C#N)c5)cc4)[C@@H]3C2)c1
 : 1, 3, 17, -4, 10, -11, -16
56) COc1ccc2[nH]c(=O)c(CN(c3ccccc3OC)S(=O)(=O)c3ccccc3)cc2c1
 : -5, -6, 45, 6, -6, 48, 10

Source: PubChem
